Screens: PubChem BioAssay, National Center for Advancing Translational Sciences (NCATS)
G9a block: qHTS Assay for Inhibitors of Histone Lysine Methyltransferase G9a | Histone-lysine N-methyltransferase EHMT2 (Homo sapiens), Q96KQ7 | G9a H3K9 monomethylation, AlphaScreen, 2 h | Potency, µM (series often up to 102 µM), for inactives: top-dose activity, negative = inhibition, hits mostly inhibitors | actives 8.8% (n = 350,000) | AID 504332, 2011; note: % is set by controls: 0 for no effect and ±100 for the full control effect; nearly all actives have a fitted effect of over 75% in size
Target sequence (Q96KQ7 913-1193 limits assumed): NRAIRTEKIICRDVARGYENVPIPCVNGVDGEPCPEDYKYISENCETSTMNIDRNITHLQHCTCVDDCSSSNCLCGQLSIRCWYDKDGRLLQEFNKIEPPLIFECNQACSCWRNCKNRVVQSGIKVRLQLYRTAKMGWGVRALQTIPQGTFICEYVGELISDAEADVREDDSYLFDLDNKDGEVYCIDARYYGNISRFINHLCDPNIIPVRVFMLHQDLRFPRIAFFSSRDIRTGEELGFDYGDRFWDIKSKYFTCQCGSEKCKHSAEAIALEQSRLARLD
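Methyltransferase reactions run at room temperature for 2 h (20 nM enzyme, 500 nM biotin-H3K9 peptide, 20 uM SAM) after a 15 min compound preincubation; product detected by AlphaScreen beads and anti-H3K9me1 antibody.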
BAZ2B inh: qHTS Assay for Inhibitors of BAZ2B. actives 4.4% (n = 360,000). Potency, µM (highest dose often 114 µM), for inactives: at the highest dose activity change, negative = inhibition, actives largely listed as inhibitors. Bromodomain adjacent to zinc finger domain protein 2B (Homo sapiens), Q9UIF8. AlphaScreen BAZ2B-H3K14Ac peptide displacement; note: % is set by controls: 0 for no effect and ±100 for the full control effect; nearly all actives have a fitted effect of over 60% in size
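Complex of BAZ2B and biotin-H3K14Ac (50 nM apiece) forms over 30 min at RT, then faces library compounds up to 110 uM for another 30 min; AlphaScreen beads added, 20 min dark incubation, luminescence read.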
Anesthetic bind: qHTS Assay for Identification of Novel General Anesthetics; Ferritin light chain (Equus caballus), P02791; apoferritin/1-aminoanthracene competitive binding, fluorescence; Potency, µM (highest dose often 77.5 µM), inactives show at the highest dose activity change, negative = displacement, actives largely listed as inhibitors; actives 0.074% (n = 350,000); note: % is set by controls: 0 for no effect and ±100 for the full control effect; nearly all actives have a fitted effect of over 20% in size
Target sequence (P02791 2-175 limits assumed): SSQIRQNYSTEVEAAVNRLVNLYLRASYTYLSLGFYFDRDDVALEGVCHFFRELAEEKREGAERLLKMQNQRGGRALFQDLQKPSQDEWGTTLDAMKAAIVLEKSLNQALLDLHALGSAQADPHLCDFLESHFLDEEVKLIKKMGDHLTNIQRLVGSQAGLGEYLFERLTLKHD
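In PBS, apoferritin at 10 uM is loaded with 1-AMA from a 50% saturated solution. After 10 min of compound exposure at ambient temperature, reduced 535 nm fluorescence indicates probe displacement.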
Pol kappa inh: qHTS for Inhibitors of Polymerase Kappa. DNA polymerase kappa (Homo sapiens), Q9UBT6. Potency, µM (doses to about 107 µM), for inactives: at the top dose activity, negative = inhibition, actives largely listed as inhibitors. AID 588579, 2011. purified Pol kappa, fluorescent DNA synthesis assay, 10 min. actives 0.53% (n = 400,000); note: % is set by controls: 0 for no effect and ±100 for the full control effect
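Activity was followed as the change in fluorescence between reads at 0 and 10 min after starting the reaction with 50 nM substrate. Beforehand, 10 nM polymerase had been preincubated with compound for 15 min at room temperature.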
POLI inh: qHTS for Inhibitors of Polymerase Iota. Potency, µM (highest dose often 115 µM), inactives show at the top dose activity, negative = inhibition, hits mostly inhibitors. AID 588590, 2011. Pol iota fluorescent replication assay, 10 min. DNA polymerase iota (Homo sapiens), Q9UNA4. actives 1% (n = 390,000)
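Pol iota at 10 nM preincubated 15 min with compounds at room temperature; reaction started with fluorescent substrate, 50 nM final. Fluorescence read kinetically at 0 and 10 min; buffer-only wells as negative control.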
POLH inh: qHTS for Inhibitors of Polymerase Eta | AID 588591, 2011 | DNA polymerase eta (Homo sapiens), Q9Y253 | recombinant Pol eta, fluorescent DNA replication assay | Potency, µM (doses to about 114 µM), without a hit: at the top dose activity change, negative = inhibition, usual class: inhibitors | actives 1.2% (n = 390,000); note: % is set by controls: 0 for no effect and ±100 for the full control effect
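Pol eta at 10 nM preincubated with compounds 15 min at room temperature; reaction started with fluorescent substrate (50 nM final) and read kinetically at 0 and 10 min.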
POLB inh: qHTS Assay for Inhibitors of DNA Polymerase Beta; Pol beta primer extension/strand displacement, fluorescence kinetic; Potency, µM (highest dose often 114 µM), for inactives: top-dose activity change, negative = inhibition, hits mostly inhibitors; actives 1.3% (n = 340,000); note: % is set by controls: 0 for no effect and ±100 for the full control effect
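10 nM enzyme + cpd, 15 min RT; start with substrate 50 nM final; read 0 min and after 10 min RT. Corrected, normalized data; 4-parameter Hill curve fit.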
BLM inh: qHTS Assay for Inhibitors of Bloom's syndrome helicase (BLM); RecQ-like DNA helicase BLM (Homo sapiens), P54132; recombinant BLM DNA unwinding, fluorescence dequenching; Potency, µM (titrated, usually from 56.1 µM), without a hit: at the highest dose activity change, negative = inhibition, most hits filed as inhibitors; actives 0.2% (n = 350,000);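 note: plate controls were vehicle for no effect and no enzyme for full effect; nearly all actives have a fitted effect of over 35% in size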
APE1 inh: qHTS Assay for Inhibitors of the Human Apurinic/apyrimidinic Endonuclease 1 (APE1); Potency, µM (highest dose often 65.8 µM), inactives show top-dose activity change, negative = inhibition, actives largely listed as inhibitors; recombinant APE1, TAMRA/BHQ-2 abasic DNA cleavage fluorescence; actives 0.35% (n = 350,000); AID 2517, 2012; DNA repair nuclease/redox regulator APEX1 (Homo sapiens), P27695;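 note: plate controls were vehicle for no effect and reference inhibitor for full effect; nearly all actives have a fitted effect of over 55% in size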
Target sequence (P27695 whole entry, looked up): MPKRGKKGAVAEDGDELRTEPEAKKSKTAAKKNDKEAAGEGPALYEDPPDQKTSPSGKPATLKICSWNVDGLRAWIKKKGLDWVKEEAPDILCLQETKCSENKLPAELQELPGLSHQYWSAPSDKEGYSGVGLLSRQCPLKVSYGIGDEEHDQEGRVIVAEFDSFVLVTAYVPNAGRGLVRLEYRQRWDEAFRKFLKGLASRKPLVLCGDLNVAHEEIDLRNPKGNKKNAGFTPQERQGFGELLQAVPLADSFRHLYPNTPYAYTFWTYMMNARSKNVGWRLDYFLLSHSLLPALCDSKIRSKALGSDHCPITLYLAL
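Step 1: APE1 (0.75 nM) with compound, 15 min RT. Step 2: add 50 nM fluorophore/quencher THF duplex. Step 3: three fluorescence reads 60 s apart (525/598 nm); read 3 minus read 1 = reaction progress.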
Active calls of the source: *; ? = inconclusive; . = not tested or not shown; & = joins results of further samples; [ ] = dose if it differs, or a comment. Calls come from the whole dose curve; as a rule, active = well fitted curve in the direction sought with a large enough effect; inconclusive = small, poorly fitted or top-dose-only effect, or another doubt; inactive = no such curve, though single readings can be large; an effect the other way counts as inactive or inconclusive. Potency is the fitted concentration of half-maximal effect.

SMILES | G9a block | BAZ2B inh | Anesthetic bind | Pol kappa inh | POLI inh | POLH inh | POLB inh | BLM inh | APE1 inh
CC(C)c1ccccc1NC(=S)NCc1nc2ccccc2[nH]1 | -50% | -31% | -14% | 1% | 73%[activator] | -14% | 7% | -4% | -7%
c1cnc(SCCOc2ccc3c(c2)CCC3)nc1 | 93%[activator][59 µM] | 65%[activator] | ? | -4% | 8% | -14% | -11% | -5% | -3%
CC(Sc1ncnc2ccccc12)C(=O)Nc1ccc2c(c1)OCCO2 (stereo unspecified) | -8%[59 µM] | -2% | -7% | -21% | 2% | -18% | 13% | 3% | 8%
COc1cc(/C=N/NC(=O)c2sc(N)c(C#N)c2C)cc(Br)c1O | 22%[59 µM] | -7% | -6% | -24% | ? | ? | -14% | -3% | -5%
Cc1cc(C)cc(OCC(=O)O/N=C(\N)c2cccnc2)c1 | . | -7% | -14% | -5% | 17% | -20% | 26% | -1% | 15%
N#Cc1cccc(-c2nc3cnc(Nc4ccccc4)nc3n(C[C@H]3CCCO3)c2=O)c1 | 0%[12.7 µM] | . | . | ? | . | . | . | -9% | 18%
Cc1ccccc1C(=O)Nc1ccc(S(=O)(=O)N2CCC(c3nc4ccccc4s3)CC2)cc1 | -34%[59 µM] | 2% | -1% | -15% | 57%[activator] | -5% | 0% | -2% | .
CC(C)c1nnc(NC(=O)CCC(=O)NCc2ccco2)s1 | ? | -2% | -10% | -6%[60.1 µM] | -14% | 2% | 1% | 2% | 22%
COCCOc1ccc(C(F)(F)F)cc1N | 15% | -14% | -4% | 9% | 41%[activator] | -25% | 13% | 1% | 5%
CN1CCN(NC(=O)c2cccc(F)c2)CC1 | 2%[12.7 µM] | 6% | -6% | -2% | -7% | -4% | -1% | 0% | -4%
Cn1c(=O)c2nc3ccccc3nc2n(C)c1=O | ? | ? | 5% | 14% | 47%[activator] | -2% | 6% | -7% | 8%
COc1cccc(C2(O)CCN(CC(=O)NCC3CC3)CC2)c1 | -1%[59 µM] | -18% | -5% | 0% | 152%[activator] | -10% | 11% | -4% | -10%

Compound profiles (already shown).
`CC(Sc1ncnc2ccccc12)C(=O)Nc1ccc2c(c1)OCCO2` (stereo unspecified) reads G9a block = -8%[59 µM]; BAZ2B inh = -2%; Anesthetic bind = -7%; Pol kappa inh = -21%; POLI inh = 2%; POLH inh = -18%; POLB inh = 13%; BLM inh = 3%; APE1 inh = 8%
`N#Cc1cccc(-c2nc3cnc(Nc4ccccc4)nc3n(C[C@H]3CCCO3)c2=O)c1` reads G9a block = 0%[12.7 µM]; BAZ2B inh = .; Anesthetic bind = .; Pol kappa inh = ?; POLI inh = .; POLH inh = .; POLB inh = .; BLM inh = -9%; APE1 inh = 18%
`CN1CCN(NC(=O)c2cccc(F)c2)CC1` reads G9a block = 2%[12.7 µM]; BAZ2B inh = 6%; Anesthetic bind = -6%; Pol kappa inh = -2%; POLI inh = -7%; POLH inh = -4%; POLB inh = -1%; BLM inh = 0%; APE1 inh = -4%

Next section
SMILES | G9a block | BAZ2B inh | Anesthetic bind | Pol kappa inh | POLI inh | POLH inh | POLB inh | BLM inh | APE1 inh
COc1ccnc(Nc2cccc(C)c2)c1C#N | 11%[59 µM] | -3% | 10% | -9%[60.1 µM] | 33%[activator] | 0% | -8% | -2% | -7%
Cc1nc(-c2ccccc2)sc1-c1ccc(SCC(=O)Nc2cccc(C(F)(F)F)c2)nn1 | 7%[59 µM] | -2% | -7% | -4% | 5% | 4% | 14% | 1% | .
Cc1ccc(OCCn2cc(C(=O)c3cccs3)c3ccccc32)cc1 | 5%[59 µM] | 10% | -20% | -3% | -6% | -19% | -6% | -7% | .
CCn1cc(Br)c(C(=O)Nc2sc3c(c2C(N)=O)CCCC3)n1 | 40% | -17% | -11% | -15% | 24% | -14% | 8% | -10% | 30%
CN(C)CCN1CCc2ccccc21 | ? | ? | -11% | -5% | 14% | -12% | 27% | -3% | ?
CCCCC(CC)CNC(=O)CCCn1c(=O)[nH]c2ccsc2c1=O (stereo unspecified) | -41%[59 µM] | 7% | -22% | -9% | -17% | -11% | 40% | -10% | .
CC(C)(C)N=C(NS(=O)(=O)c1cccs1)c1ccccc1 | -10% | -8% | -5% | 1% | 52%[activator] | -21% | -1% | -2% | 18%
COc1ccccc1N1CCN(C(=O)CCNS(=O)(=O)c2ccc3c(c2)CCC(=O)N3)CC1 | ? | -4% | -3% | -1% | 7% | 1% | 13% | 1% | -1%
Cn1c(N2CCOCC2)c(C=O)c2ccccc21 | 3% | -14% | -8% | -12% | 75%[activator] | -16% | 17% | -4% | -15%
CC(=O)N1CC(=O)N=C1SCC(=O)Nc1nc(-c2ccccc2)c(-c2ccccc2)s1 | ? | -34% | -10% | -23% | -13% | -18% | -1% | -13% | 5%
Cc1c(CCO)sc[n+]1CC(=O)OC12CC3CC(CC(C3)C1)C2 | 19%[59 µM] | -1% | -10% | -2% | 8% | -23% | 0% | 3% | 4%
C=CCNC(=O)c1ccccc1S(=O)c1ccccc1C#N (stereo unspecified) | -9%[59 µM] | 10% | -10% | 0% | 23% | -11% | 2% | -3% | -1%
COCCNCC(=O)N1c2ccccc2Sc2ccccc21 | ? | ? | 3% | 0% | 110%[activator] | -15% | 28% | -1% | 16%
Cc1ccc(C)c(C(=O)CSc2nc(N)cc(=O)[nH]2)c1 | 18% | -17% | -9% | 9% | -7% | -8% | -2% | -8% | 23%
Cc1cc(C)c2c(n1)nn1c(NCCCn3ccnc3)cc(C)nc21 | -19%[12.7 µM] | -1% | 113%[activator] | . | . | . | ? | 2% | -1%
O=CC(=O)c1ccccc1 | 8%[0.501 µM] | ? | . | 12% | 6% | 1% | . | . | -2%&0%
CCOC(=O)C(NC(C)=O)(NS(=O)(=O)c1ccccc1)C(F)(F)F (stereo unspecified) | 2%[12.7 µM] | 11% | 4% | -21% | 1% | 0% | 2% | 0% | -1%
CS(=O)(=O)Nc1ccc(-c2nc3ccccc3s2)cc1 | ? | -13% | -3% | 5% | 20% | . | -6% | -5% | .
Cc1ccc(S(=O)(=O)NCc2ccc(C(=O)NC3CCCCC3)cc2)cc1 | 24% | -17% | -12% | -2% | 24% | -9% | 5% | 1% | 28%
Cc1cccc(CN2CCN(CC(=O)NCCCN3CCCC3=O)C2=O)c1 | 10%[59 µM] | 7% | -6% | -17% | 7% | -7% | 22% | -6% | 4%
CCc1ccc2[nH]cc(C(=O)N3CCCCCC3)c(=O)c2c1 | . | 1% | -9% | -5% | 23% | 10% | ? | 0% | 1%
COc1ccc(/C=N/Nc2nncc3ccccc23)cc1 | ? | 25µM* | -7% | -7% | -17% | 5% | -4% | -10% | -4%
CCOC(=O)CCCNC(=O)COC(=O)CCC(=O)c1ccc(F)cc1 | -6%[59 µM] | 6% | -9% | -1% | 27% | 14% | 18% | 1% | 2%
Cc1ccc(NC(=S)N2CCN(S(=O)(=O)c3ccccc3)CC2)cc1C | . | ? | -20% | 0% | 11% | -11% | 86% | -4% | -14%
O=C1CC(N(O)c2ccccc2)C(=O)N1c1cc(Cl)cc(Cl)c1 (stereo unspecified) | ? | -38% | -24% | -15% | 38%[activator] | -24% | 39% | -2% | -3%
Cc1occc1C(=O)N/N=C/c1ccc(Cl)c([N+](=O)[O-])c1 | -6% | 5% | -5% | -20% | 9% | -15% | -4% | -5% | -11%
COc1cccc(NC(=O)COC(=O)c2c(C)nn(-c3ccccc3)c2C)c1 | 34%[12.7 µM] | ? | . | -20% | 5% | -5% | . | . | 42%
Nc1nc(N)nc(-c2cc(Cl)ccc2Cl)n1 | 11%[59 µM] | . | -3% | 14%[60.1 µM] | 79µM* | -2% | . | 0%&-6% | -1%
CN1CCN(c2ccc(NC(=O)c3cc([N+](=O)[O-])ccc3N3CCOCC3)cc2)CC1 | . | ? | -18% | 1% | 4% | -10% | 11% | 2% | 9%
CCOC(=O)C1=C(O)/C(=C\c2ccc(OC)c(OC)c2)N=C1C | 0%[2.33 µM] | -9% | -14% | -2% | 22% | -1% | 24% | -4% | 8%
O=C(CCn1c(=O)c2cccn2c2ccccc21)Nc1ccc(F)cc1 | -28% | -30%&15% | -8%&14% | -25%&-12% | -7%&1% | ? | ? | 1%&-5% | 34%
COc1ccccc1NC(=O)c1cc2n(n1)C(C(F)(F)F)CC(c1ccc3c(c1)OCO3)N2 (stereo unspecified) | 3%[12.7 µM] | -26% | ? | -6% | -13% | -21% | -36% | -11% | -11%
O=C(CN1CCCCC1)Nc1nnc(-c2ccc([N+](=O)[O-])cc2)s1 | 32%[12.7 µM] | -25% | ? | -12% | -23% | 18µM* | 8% | -9% | -1%
O=C(COC(=O)c1ccccc1O)NCc1ccco1 | . | . | . | ? | 35µM* | 79µM* | . | . | ?
CC(=O)Nc1nnc(SCc2ccc(C(=O)Nc3ccccc3F)cc2)s1 | 45µM* | -1% | -6% | -20% | -4% | -3% | 4% | -11% | 7%
CCCN1C(=O)c2cc(C(=O)Nc3ccc(OC)cc3OC)ccc2C1Nc1ccc(OC)cc1OC (stereo unspecified) | 22µM* | ? | -7% | -5% | 29% | -7% | 22% | -7% | -3%
O=c1[nH]c(=O)n(Cc2ccc(Oc3ccccc3)cc2)cc1Br | ? | -1% | -9% | . | . | . | 13% | -9% | 20%
Cn1cc(CN2CCC(C(O)CCc3ccccc3)CC2)c(-c2ccccc2F)n1 (stereo unspecified) | 4% | -15% | -2% | -10% | 44%[activator] | -26% | 2% | -1% | -5%
Cc1ccc(CNC(=O)CSc2nnc(C)c3c(C)n(-c4ccccc4)nc23)cc1 | -31%[59 µM] | -5% | ? | -4% | -3% | -3% | 35% | 1% | .

The list is partial, so the mix of outcomes need not match the whole.
